Neddyl block: inhibitors of cullin neddylation, primary screen, biochemical, TR-FRET, uHTS, NAE and Ubc12. calls only at 25 µM. actives 0.58% (n = 360,000); in the data active means inhibition above about 36%
E coli Lon inh: inhibitors of E. coli Lon protease, primary screen, biochemical, fluorescence polarization; P0A9M0; purified E. coli Lon protease; inhibition, % at 7.94 µM; actives 0.42% (n = 360,000); in the data active means inhibition above about 13%, passing the limit was not always enough;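 further: 0% = enzyme with probe and DMSO and 100% = no enzyme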
Target sequence (P0A9M0 whole entry, looked up): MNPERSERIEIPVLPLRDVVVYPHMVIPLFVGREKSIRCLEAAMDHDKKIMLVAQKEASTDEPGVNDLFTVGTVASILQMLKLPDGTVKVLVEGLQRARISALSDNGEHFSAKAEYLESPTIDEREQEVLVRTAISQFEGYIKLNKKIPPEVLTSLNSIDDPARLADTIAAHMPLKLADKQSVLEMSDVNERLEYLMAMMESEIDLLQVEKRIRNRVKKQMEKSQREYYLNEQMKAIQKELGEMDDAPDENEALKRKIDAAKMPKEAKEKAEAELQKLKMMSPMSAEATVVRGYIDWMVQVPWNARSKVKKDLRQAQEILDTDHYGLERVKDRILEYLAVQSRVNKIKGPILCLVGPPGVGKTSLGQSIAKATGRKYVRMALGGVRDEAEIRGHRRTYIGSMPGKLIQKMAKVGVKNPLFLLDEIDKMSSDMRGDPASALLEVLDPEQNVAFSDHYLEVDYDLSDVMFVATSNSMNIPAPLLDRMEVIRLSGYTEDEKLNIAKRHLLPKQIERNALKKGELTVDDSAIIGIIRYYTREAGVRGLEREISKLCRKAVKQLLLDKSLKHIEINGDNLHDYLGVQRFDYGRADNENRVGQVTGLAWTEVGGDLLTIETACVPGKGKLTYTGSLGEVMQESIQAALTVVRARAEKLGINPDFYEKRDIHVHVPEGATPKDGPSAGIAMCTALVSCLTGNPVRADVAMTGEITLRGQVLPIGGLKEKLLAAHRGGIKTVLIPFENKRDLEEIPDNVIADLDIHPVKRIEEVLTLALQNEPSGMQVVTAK
FAS TE block: FAS thioesterase domain inhibitors, primary screen, biochemical, fluorescence intensity, uHTS; recombinant FAS-TE, OMFH fluorogenic substrate, fluorescence endpoint; inhibition, % at 15 µM; actives 0.67% (n = 360,000);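 active means compounds whose normalised, plate-corrected inhibition of enzyme fluorescence in the single-dose primary screen is 50% or more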;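 further: 0% = DMSO with enzyme and 100% = substrate without enzyme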
SKN-1 inh: suppressors of acrylamide-induced Pgst-4::GFP reporter in worms, primary screen, SKN-1 inhibitor project, whole organism, uHTS, GFP/RFP fluorescence ratio, strain VP596 | C. elegans VP596 Pgst-4::GFP/RFP ratio, 24 h | inhibition, % at 21.8 µM | actives 0.49% (n = 360,000) | AID 624304, 2012;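 active means interference check ratio from 0.5 to 1.5 plus GFP to RFP signal ratio inhibition reaching or exceeding a fixed threshold, cut at about 30% in these data, passing the limit was not always enough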; further: some compounds called inactive have numbers as strong as hits
MT1-MMP act inh: blockers of MT1-MMP proenzyme processing, primary screen, HT1080 RFP-PRO-GFP cells, GFP/RFP fluorescence; Matrix metalloproteinase-14 (Homo sapiens), P50281; GFP/RFP ratio change, % at 20 µM; actives 0.061% (n = 360,000); GFP/RFP ratio fluorescence, overnight; percent of plate control window, DMSO zero;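 active means GFP/RFP ratio change of at least 30% with cell ATP level not reduced by more than half and red fluorescence within 50% of control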; further: strong numbers were not always called active
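Test system: HT1080 cells expressing an RFP-PRO-GFP fluorescent reporter construct / Compound dosing: single-point 20 µM compound, 1% DMSO / Schedule: cells overnight before dosing, compound overnight, 37 °C, 5% CO2 / Evaluation: GFP/RFP fluorescence ratio / Control set: DMSO and RFP-L50D-GFP cell wells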
PABP1 MLLE inh: inhibitors of PABP1 MLLE–PAM2 peptide binding, primary screen, biochemical, fluorescence polarization, FITC-PAM2, GST-MLLE | inhibition, % at 20 µM | actives 0.36% (n = 360,000) | Polyadenylate-binding protein 1 (Homo sapiens), P11940; in the data active means inhibition above about 35%, passing the limit was not always enough;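 further: plate controls were DMSO wells with GST-MLLE for no effect and wells lacking GST-MLLE protein for full effect; some results filed as inactive read as strong as hits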
CendR NRP1 mod: modulators of CendR peptide binding to NRP-1, primary screen, biochemical, fluorescence polarization, uHTS | FAM-RPARPAR peptide binding to NRP-1 | inhibition, % at 25 µM | actives 0.85% (n = 360,000) | AID 602438, 2012;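 active means inhibition or corrected inhibition above about 18%, plus a signal ratio from 0.5 to 1.5, limit read from the data, passing the limit was not always enough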; further: strong numbers were not always called active
MsrA act: bovine MsrA enzyme activators, primary screen, biochemical, absorbance, HTS; Methionine sulfoxide reductase A (Bos taurus); purified bovine MsrA, absorbance read-out; activation, % at 10.6 µM; actives 0.3% (n = 360,000); in the data active means activation above about 7.5%;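 further: 0% = vehicle and 100% = reference activator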
Rin1-Abl PPI inh: inhibitors of Rin1-Abl protein binding, primary screen, biochemical, TR-FRET. Tyrosine-protein kinase ABL1 (Homo sapiens) + Ras and Rab interactor 1 (Homo sapiens), …. inhibition, % at 7.35 µM. actives 0.4% (n = 360,000). AID 588664, 2011; in the data active means inhibition above about 5%, passing the limit was not always enough
The depositor's hits bear a star; i = inactive; · = not tested or not shown.

SMILES | Neddyl block | E coli Lon inh | FAS TE block | SKN-1 inh | MT1-MMP act inh | PABP1 MLLE inh | CendR NRP1 mod | MsrA act | Rin1-Abl PPI inh
CCC(C)(C)NC(=O)C(c1ccc(OC)cc1)N(C(=O)CCC(=O)Nc1cc(C)on1)c1ccccc1F (centres undefined) | i | -1 | 2 | 22 | 1 | -13 | 8 | -3 | 3
CC(C)Sc1nc(N)nc(-c2cccs2)c1C#N | i | 11 | 15 | 40* | -6 | -10 | 4 | -4 | -2
O=C(CSc1ccc(-c2ccc(F)cc2)nn1)NCC1CCCO1 (centres undefined) | i | 8 | -1 | 2 | 1 | -5 | -3 | -4 | -1
O=C(Nc1cc(Cl)cc2c1-c1ccc(Cl)cc1C2O)C(Cl)Cl (centres undefined) | i | 0 | -6 | -7 | 3 | -1 | 5 | -9 | 5
C=Cn1cc[n+](CC(=O)c2ccc(-c3ccccc3)cc2)c1 | i | 4 | -5 | 13 | 1 | -6 | -8 | -3 | 0
CC(C)C1CC2=C(C(=O)OC(C)(C)O2)C(c2ccc(F)cc2)O1 (centres undefined) | i | -4 | -3 | 1 | 0 | -6 | -3 | -2 | 4
COc1cc(-c2nc3n(n2)C(c2cccc(OC)c2OC)C2=C(CCCC2=O)N3)cc(OC)c1OC (centres undefined) | i | -2 | 0 | 11 | 5 | 3 | 8 | -1 | -1
COc1ccc(CCN2CC(C(=O)NCCN3CCOC3=O)CCC2=O)cc1 (centres undefined) | i | 3 | -3 | 6 | 4 | 2 | -2 | -3 | 4
CCOc1ccc(C2CC(c3cccc(OC)c3)Nc3ncnn32)cc1 (centres undefined) | i | -3 | 1 | -2 | 1 | -19 | 3 | -4 | -2
COc1ccc(Cl)cc1NC(=O)CN(C)CC(=O)Nc1cccc(S(=O)(=O)N2CCCC2)c1 | i | 2 | 12 | 3 | 0 | 5 | 10 | -2 | -2
COc1ccc(N2CCN(Cc3csc(C)c3-c3ccc(C)cc3)CC2)cc1 | i | -5 | 12 | 6 | -3 | 1 | 10 | -3 | 3
COC(C[C@@H](O)C[C@H](O)[C@H](C)OCc1ccccc1)OC | i | -3 | -7 | 16 | -1 | 14 | -9 | -3 | 2
COC(=O)C12CCC3(SCCS3)C(C(=O)OC)(CCC13SCCS3)C2 | i | -9 | 8 | 4 | -1 | 13 | 3 | -3 | 2
COc1ccc(N2CCN(c3ccc(N4C(=O)CC(C)C4=O)cc3[N+](=O)[O-])CC2)cc1 (centres undefined) | i | 1 | 0 | 2 | 4 | 12 | 6 | -8 | -6
O=C(Cc1ccccc1)c1ccc(O)cc1O | i | -8 | -4 | 2 | 3 | -2 | 7 | -2 | -2
CCCOC(=O)CCCN1C(=O)/C(=C2\SC(=S)N(CCCC(=O)OCCC)C2=O)SC1=S | i | -7 | 6 | 3 | 28 | 29 | 7 | -1 | 1
CC1CN(S(=O)(=O)c2cccc(C(=O)OC/C(O)=C(\C#N)c3nc4ccccc4[nH]3)c2)CC(C)O1 (centres undefined) | i | -4 | 12 | 15 | -2 | -33 | -27 | 1 | 0
COc1ccccc1NC(=O)CC1C(=O)Nc2ccccc2N1C(=O)c1ccccc1 (centres undefined) | i | -6 | -2 | -10 | -2 | -6 | -6 | 1 | 2
CNC(=O)n1ccc(C(=O)N2CCCCC2)n1 | i | -8 | -1 | -4 | 3 | 13 | 8 | 0 | -2
Cc1c(Cl)cccc1NC(=S)NC1CCN(C(C)C)CC1 | i | 0 | -6 | 1 | 6 | 25 | 1 | -1 | 1
CC(=O)C1=CCC(c2ccc(C)cc2)N(S(=O)(=O)c2ccc(Cl)cc2)C1 (centres undefined) | i | -2 | 18 | 7 | 0 | -2 | -8 | -3 | 5
O=C(Nc1ccccc1N1CCOCC1)C1CCN(S(=O)(=O)c2ccccc2F)CC1 | i | -8 | -2 | -7 | -2 | 11 | -2 | -2 | 0
COC(=O)c1nn(-c2cccc(Cl)c2)ccc1=O | i | 2 | 2 | 4 | 0 | 1 | -24 | -4 | -2
Cc1ccc(OCCNC(=O)CCc2ccccc2)cc1C | i | 4 | 7 | -8 | 4 | -8 | -2 | -2 | 1
COC(=O)CSc1nnc(C)n1-c1cccc(OC)c1 | i | -4 | -9 | 10 | -2 | 5 | 5 | -1 | 2

Sorted by value in MsrA act (rising): 3 of the compounds above.
| Molecule | MsrA act |
| --- | --- |
| COC(=O)c1nn(-c2cccc(Cl)c2)ccc1=O | -4 |
| COC(=O)C12CCC3(SCCS3)C(C(=O)OC)(CCC13SCCS3)C2 | -3 |
| CC(C)C1CC2=C(C(=O)OC(C)(C)O2)C(c2ccc(F)cc2)O1 (centres undefined) | -2 |

(further entries)
SMILES | Neddyl block | E coli Lon inh | FAS TE block | SKN-1 inh | MT1-MMP act inh | PABP1 MLLE inh | CendR NRP1 mod | MsrA act | Rin1-Abl PPI inh
Cc1ccc(S(=O)(=O)Nc2cc(=O)[nH]c(SCC(=O)Nc3ccccc3Cl)n2)cc1 | i | -2 | 38 | -1 | -1 | 0 | -3 | -1 | 3
Cc1ccc(S(=O)(=O)Nc2c(C)n(C)n(-c3ccccc3)c2=O)cc1C(=O)OCC(=O)N1CCCC(C)C1 (centres undefined) | i | 5 | -9 | -4 | 1 | -6 | -7 | -3 | 3
Cc1ccc(OCC(=O)N/N=C2\CC(=O)CC(C)(C)C2)c(Br)c1 | i | 15* | 1 | 11 | 3 | 4 | -13 | -4 | 1
Cc1noc(C)c1C(=O)OCC(=O)Nc1ncc(C(F)(F)F)cc1Cl | i | -3 | -1 | 1 | 1 | 13 | -5 | 4 | 1
CCOc1cc(C(=S)N2CCN(C)CC2)ccc1OCC(=O)N1CCCC1 | i | -2 | -8 | -2 | -1 | 9 | 18 | -4 | 0
O=C(CCCCCNc1nc(=S)[nH]c2ccccc12)NCCc1ccccc1 | i | 15 | -10 | 15 | 5 | -72 | 3 | -8 | 1
Cc1ccccc1C(=O)NNC(=O)C(C)N1C(=O)c2ccccc2C1=O (centres undefined) | i | 2 | -7 | 8 | 2 | 23 | -3 | 1 | 1
O=C(Nc1cccc(Cl)c1)NC1(C(=O)NCc2cccs2)CCCCC1 | i | -4 | -6 | 4 | 5 | -6 | -3 | -10 | 0
CCOC(=O)c1cn(CC)c2cc(N3CCSCC3)c(F)cc2c1=O | · | 8 | 1 | 24 | -2 | 3 | -13 | -2 | -3
COc1cc(NC(=O)C2CCN(S(=O)(=O)c3ccc4[nH]c(=O)oc4c3)CC2)cc(OC)c1 | i | -2 | -2 | -16 | 5 | -8 | 2 | -1 | 4
Cc1ccc(CN2C(=O)C(C)Nc3ncnc(N4CCOCC4)c32)cc1 (centres undefined) | i | -5 | -10 | -3 | -4 | -2 | 0 | -5 | 1
CC(C)CC(=O)NC(=S)N1CCN(c2ccc([N+](=O)[O-])cc2Cl)CC1 | i | 2 | 18 | -1 | 5 | -59 | 6 | -8 | -1
CN(CC(=O)Nc1ccc(Cl)cc1)C(=O)CNC(=O)c1ccc2ccccc2c1 | i | -3 | 6 | 12 | 1 | -1 | 4 | 3 | 0
CCN1CCN(c2ccc(NC(=O)c3ccc4c(c3)[nH]c(=O)n4Cc3ccc(OC)cc3)cc2)CC1 | i | -2 | -6 | 17 | 7 | -3 | -9 | -2 | 1
N#Cc1cc(C(=O)c2cc(Br)ccc2O)cn(Cc2ccccc2)c1=O | i | -13 | 28 | 8 | -7 | -30 | -32 | -2 | 2
Cc1nnc(NC(=O)c2ccccc2Br)s1 | i | 5 | -11 | 25 | 2 | 2 | 0 | 0 | 3
CCOC(=O)c1c(-c2ccccc2)csc1NC(=S)N(CC)CC | i | 5 | 31 | 16 | -2 | -6 | 7 | -4 | -6
O=C(COC(=O)c1ccccc1NS(=O)(=O)c1cccs1)NC1CCCCC1 | i | 5 | 5 | -1 | 1 | -9 | -10 | -2 | -2
CN(C(=O)C1CCN(S(=O)(=O)c2cccc3nonc23)CC1)C1CCCCC1 | i | 9 | 4 | 1 | -8 | -1 | 0 | -4 | -1
O=C(COc1ccc(F)cc1Br)NCC1(N2CCOCC2)CCCCC1 | i | -9 | 3 | -24 | -1 | 1 | -2 | -9 | 0
O=C(COC(=O)/C=C/c1ccc(S(=O)(=O)N2CCOCC2)cc1)NCc1ccccc1 | i | -5 | 4 | 3 | 5 | -8 | -5 | -3 | 1
O=C1/C(=C/c2cccc(O)c2)SC(=S)N1CC1CCCO1 (centres undefined) | i | 2 | -1 | 1 | 0 | 15 | -5 | 0 | 0
CC1CC1C(=O)Nc1nc2ccc(S(C)(=O)=O)cc2s1 (centres undefined) | i | 4 | -2 | 9 | -6 | -16 | -4 | -9 | 0
Cc1cccc(-n2ccc(=O)c(C(=O)O)n2)c1 | i | 10 | -4 | -11 | -2 | 3 | 0 | -4 | -2

Part of the list above with just Neddyl block and SKN-1 inh.
SMILES,Neddyl block,SKN-1 inh
Cc1ccc(CN2C(=O)C(C)Nc3ncnc(N4CCOCC4)c32)cc1 (centres undefined),i,-3
CC(C)CC(=O)NC(=S)N1CCN(c2ccc([N+](=O)[O-])cc2Cl)CC1,i,-1
CN(CC(=O)Nc1ccc(Cl)cc1)C(=O)CNC(=O)c1ccc2ccccc2c1,i,12
CCN1CCN(c2ccc(NC(=O)c3ccc4c(c3)[nH]c(=O)n4Cc3ccc(OC)cc3)cc2)CC1,i,17
N#Cc1cc(C(=O)c2cc(Br)ccc2O)cn(Cc2ccccc2)c1=O,i,8

Assay outcomes deposited in PubChem by several laboratories.
